PAFAH1B2 inh – PAFAH1B2 enzyme inhibitors, primary screen, biochemical, fluorescence polarization, human; Platelet-activating factor acetylhydrolase IB subunit alpha2 (Homo sapiens), P68402; recombinant PAFAH1B2, FP-rhodamine activity probe; inhibition, % at 3.39 µM; 340,000 tested, 1.2% active;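 active = inhibition above the mean of all tested compounds plus 3 SD, cut at about 24% in these data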;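 also: 0% = enzyme with DMSO and 100% = wells lacking PAFAH1B2; many of its hits are not listed in these tables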
Target sequence (P68402 whole entry, looked up): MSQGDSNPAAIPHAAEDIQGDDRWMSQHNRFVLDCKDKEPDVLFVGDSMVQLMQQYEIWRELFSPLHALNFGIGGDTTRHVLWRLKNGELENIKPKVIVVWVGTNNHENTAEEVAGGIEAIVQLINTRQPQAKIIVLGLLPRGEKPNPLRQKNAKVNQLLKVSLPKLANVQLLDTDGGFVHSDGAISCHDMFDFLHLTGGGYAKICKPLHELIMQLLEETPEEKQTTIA
PREPL inhibitor – PREPL enzyme inhibitors, primary screen, biochemical, fluorescence polarization. recombinant PREPL, fluorescence polarization activity-based probe. Prolyl endopeptidase-like (Homo sapiens), Q4J6C6. 320,000 tested, 0.68% active. inhibition, % at 5.96 µM; in the data active = inhibition above about 43%;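 also: 0% = enzyme with DMSO and 100% = wells lacking enzyme; many of its hits are not listed in these tables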
PAFAH1B3 inh – PAFAH1B3 enzyme inhibitors, primary screen, biochemical, fluorescence polarization, human. inhibition, % at 3.39 µM. AID 492972, 2010. recombinant PAFAH1B3, FP-rhodamine probe. 340,000 tested, 0.28% active;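 active = inhibition above the screen-wide average of all tested compounds plus 3 SD, cut at about 25% in these data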;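 also: 0% = enzyme with DMSO only and 100% = wells lacking PAFAH1B3 protein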
Target sequence (Q15102 whole entry, looked up): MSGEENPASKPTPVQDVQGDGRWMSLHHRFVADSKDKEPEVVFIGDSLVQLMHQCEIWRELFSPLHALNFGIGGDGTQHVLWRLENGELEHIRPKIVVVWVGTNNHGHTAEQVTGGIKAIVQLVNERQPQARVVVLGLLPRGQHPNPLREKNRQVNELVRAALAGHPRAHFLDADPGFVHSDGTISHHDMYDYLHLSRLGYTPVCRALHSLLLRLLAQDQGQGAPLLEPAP
LYPLA2 inh – LYPLA2 inhibitors, primary screen, counter-screen for PME1 inhibitor project, biochemical, fluorescence polarization, FP-Rh probe ABPP; Acyl-protein thioesterase 2 (Homo sapiens), O95372; recombinant LYPLA2; inhibition, % at 5.9 µM; 320,000 tested, 0.38% active;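 active = inhibition above the screen-wide mean plus 3 SD, limit set per campaign, cut at about 26% in these data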;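 also: 0% = LYPLA2 with DMSO and 100% = wells lacking LYPLA2 enzyme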
Target sequence (O95372 whole entry, looked up): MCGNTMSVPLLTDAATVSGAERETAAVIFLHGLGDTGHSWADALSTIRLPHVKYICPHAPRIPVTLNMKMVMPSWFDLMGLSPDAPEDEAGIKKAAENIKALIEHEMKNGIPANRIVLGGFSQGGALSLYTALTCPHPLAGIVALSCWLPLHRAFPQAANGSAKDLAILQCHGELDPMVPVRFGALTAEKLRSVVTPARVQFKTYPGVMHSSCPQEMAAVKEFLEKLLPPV
LYPLA1 counter – LYPLA1 inhibitors, primary screen, counter-screen for PME1 inhibitor project, biochemical, fluorescence polarization, FP-Rh probe ABPP | 320,000 tested, 0.16% active | recombinant LYPLA1 | Acyl-protein thioesterase 1 (Homo sapiens), O75608 | inhibition, % at 5.9 µM;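 active = inhibition above the mean of all tested compounds plus 3 SD, set per campaign, cut at about 14% in these data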;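 also: inhibitors block serine hydrolase probe labeling of LYPLA1 so polarization falls; 0% = enzyme with DMSO and 100% = wells lacking LYPLA1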
ZTA DNA inh – counter-screen for EBNA-1 inhibitors: inhibitors of Epstein-Barr virus ZTA; inhibition, % at 11 µM; P03206; 320,000 tested, 0.15% active; ZTA-DNA binding, fluorescence polarization; AID 2234; in the data active = inhibition above about 33%
Target sequence (P03206 whole entry, looked up): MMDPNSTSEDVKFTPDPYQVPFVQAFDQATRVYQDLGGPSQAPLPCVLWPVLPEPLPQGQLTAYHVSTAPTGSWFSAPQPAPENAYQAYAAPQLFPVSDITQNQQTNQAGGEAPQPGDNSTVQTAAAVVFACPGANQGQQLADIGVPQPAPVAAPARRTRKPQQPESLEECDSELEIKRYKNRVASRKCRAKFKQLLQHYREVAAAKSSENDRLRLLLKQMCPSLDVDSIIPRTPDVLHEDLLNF
pPAFAH FP inh – pPAFAH enzyme inhibitors, primary screen, biochemical, fluorescence polarization, human; 330,000 tested, 1.5% active; Platelet-activating factor acetylhydrolase (Homo sapiens), Q13093; recombinant pPAFAH, FP-rhodamine probe fluorescence polarization; inhibition, % at 3.39 µM;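 active = inhibition above the mean inhibition across the screen plus 3 SD, cut at about 25% in these data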;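 also: inhibitors block binding of the rhodamine activity-based probe so polarization drops; 0% = enzyme with DMSO and 100% = wells lacking pPAFAH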
EBNA-1 inhibitor – EBNA-1 DNA-binding inhibitors, primary screen, biochemical, fluorescence polarization; inhibition, % at 14.8 µM; 300,000 tested, 0.34% active; in the data active = inhibition above about 28%
PAFAH2 inh – PAFAH2 enzyme inhibitors, primary screen, biochemical, fluorescence polarization, human | AID 492956, 2010 | recombinant PAFAH2, FP-rhodamine activity probe | 340,000 tested, 0.99% active | inhibition, % at 3.39 µM | Platelet-activating factor acetylhydrolase 2, cytoplasmic (Homo sapiens), Q99487;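 active = inhibition above the mean over all tested compounds plus 3 SD, cut at about 30% in these data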;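 also: inhibitors block probe labeling of enzyme so polarization drops; 0% = enzyme with DMSO and 100% = wells lacking PAFAH2 protein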
* hit, by the source's call; . = no result given.

Fields – PAFAH1B3 inh	PAFAH2 inh	LYPLA2 inh	ZTA DNA inh	PREPL inhibitor	PAFAH1B2 inh	EBNA-1 inhibitor	LYPLA1 counter	pPAFAH FP inh
Cn1c(=O)c2c(SCCN3CCOCC3)nc(C3CCCC3)nc2n(C)c1=O
 : 1	7	1	17	-6	0	1	-1	5
COc1ccc(N(CC(=O)NCc2ccco2)S(C)(=O)=O)cc1OC
 : -2	9	-8	-15	12	3	-1	-3	-7
O=C(NCC1CCCO1)c1nn2c(C(F)(F)F)cc(-c3cc(Br)cs3)nc2c1Br (stereo not given)
 : 7	1	-9	11	0	4	-14	-1	-8
CN(C(=O)CSc1nnc(-c2ccco2)o1)C1CCCCC1
 : 4	12	2	12	-6	6	9	1	6
COC(=O)[C@H](CCSC)NC(=O)Nc1ccc(OC)c(Cl)c1
 : -3	5	3	4	12	-1	-6	7	-1
CCC(CO)Oc1cc(NC(=O)c2cccc(OC)c2)c2ncn(C(C)C)c2c1 (stereo not given)
 : -1	-1	.	.	13	3	.	.	-1
O=C(Nc1ccc(OC(F)F)c(Cl)c1)c1ccccn1
 : 2	-2	3	3	-5	0	-2	2	2
Cc1ccc(NC(=O)C2CC(=O)NC(N3CCCCC3)=N2)cc1Cl (stereo not given)
 : -5	-1	16	1	13	0	-2	5	3
Cc1cc(SCC(=O)N/N=C/c2ccc(O)cc2O)c(C)cc1Br
 : 18	16	1	-23	-8	6	0	-9	11
O=C(NC1CCCCC1)C(c1cccnc1)N(C(=O)CCl)c1cccc(Cl)c1 (stereo not given)
 : 7	5	-1	0	14	-1	-8	-3	-5
CCOCCCNC(=O)/C=C1\Sc2ccccc2N(Cc2ccccc2F)C1=O
 : 8	-2	4	-5	-44	4	-8	2	7
CCN1CCN(C(c2ccc(OC)cc2)C(O)C(=O)c2c[nH]c3ccccc23)CC1 (stereo not given)
 : 4	-5	-4	4	-5	8	-6	3	3
COc1ccccc1-c1ccc(=O)n(CC(=O)NCc2ccco2)n1
 : 5	-3	1	-7	13	-2	-16	0	-3
COC(=O)c1ccc(Nc2cc(C)nc3ncnn23)cc1
 : 10	6	-5	3	7	0	-12	-1	-4
CCCCCN(C(=O)CCC(=O)OCC(=O)N(CC#N)c1ccccc1)c1c(N)n(CCCC)c(=O)[nH]c1=O
 : 3	0	-4	12	6	4	-6	-3	6
Cc1ccc(Nc2nc(N)c([N+](=O)[O-])c(NCCO)n2)cc1
 : .	.	0	-8	-11	.	-3	3	13
CCC(C(=O)OC)n1cnc2c(nnn2-c2cccc(Cl)c2)c1=O (stereo not given)
 : 4	12	2	-7	23	4	-6	-3	5
CC(=O)Nc1ccc(NC(=O)c2sc3nc4c(c(-c5ccc(C)cc5)c3c2N)CCC4)cc1
 : -8	5	0	-5	5	4	-1	1	14
O=C(NCCN1CCN(C(=O)c2cccc(Br)c2)CC1)C(=O)NCc1ccccc1
 : 6	2	5	10	29	4	0	0	4
O=C1CC(c2ccco2)CC(O)=C1C=NCC1NCCc2ccccc21 (stereo not given)
 : 14	-1	-3	3	22	-2	0	3	16
Cc1ccc(-n2c(C)c(C)c3c(NCCN(C)C)ncnc32)cc1
 : 7	17	0	-8	13	2	1	5	3
CC(C)c1ccc(Nc2cnn(C34CC5CC(CC(CC(=O)O)(C5)C3)C4)c(=O)c2Cl)cc1
 : -8	3	2	-4	-4	-2	1	3	-1
CNC(=O)c1c(C)noc1C
 : 14	11	-1	-6	0	1	-1	-1	3
O=C(c1cccc(S(=O)(=O)N2CCN(c3ccccc3)CC2)c1)N1CCCCCCC1
 : 12	4	5	7	-82	10	0	3	2
CCOc1ccc(-c2nc3n(c(=O)c2C#N)CCCS3)cc1
 : 1	9	4	-13	5	-4	3	-2	3
COc1ccc2cc(CN(Cc3cccs3)Cc3nnnn3Cc3ccccc3)c(=O)[nH]c2c1
 : -3	4	-5	4	-56	1	1	-5	-2
S=c1[nH]nc(-c2cc(-c3ccccc3)n[nH]2)n1/N=C/c1cccc(Cl)c1
 : 8	17	2	7	3	17	-8	-3	9
CC1Cc2cc(/C(O)=C3/C(=O)C(=O)N(CCCn4ccnc4)C3c3ccc(Br)cc3)ccc2O1 (stereo not given)
 : 1	4	-3	1	8	-2	-3	-2	4
CN(C)c1nc(NC(C)(C)C)nc(SCC(=O)Nc2ccccc2)n1
 : 9	6	1	3	-8	-2	5	-2	0
O=C(Cn1nc(-c2ccc(Cl)cc2)c2ccccc2c1=O)Nc1cccnc1
 : 13	-17	4	16	-29	-4	9	-2	-3
COC(=O)c1cccc(NC(=O)CSc2nnc(C)n2C)c1
 : 7	0	-4	10	8	1	-8	-1	3
CN(C)/C=N/C(=S)Nc1ccc(Cl)cc1Cl
 : 3	-6	3	10	-3	-2	2	0	0
CCc1nn(-c2cc(Oc3cccc4ccccc34)nc(-c3ccccc3)n2)c(N)c1C#N
 : 8	-1	-8	1	6	-2	-5	-2	2
CCCOc1ccc(C2C(C(=O)c3cc4ccccc4o3)=C(O)C(=O)N2c2cc(C)on2)cc1OC (stereo not given)
 : 5	2	0	1	35	-3	-15	-2	2
NNC(=O)C1CCN(S(=O)(=O)c2ccc(Cl)cc2)CC1
 : 8	8	9	-7	-10	20	7	2	2
COc1ccc(Cl)cc1NC(=O)CCN1CCN(c2ccccc2C)CC1
 : 2	-5	-4	3	10	-1	14	-3	-1
O=C(O)Cc1sc(NC2CCCCC2)nc1-c1ccc(Cl)cc1
 : 13	13	-12	2	9	18	-1	-5	-2
Cc1ccc(NC(=O)CN(C)C(=O)COC(=O)C2=COCCO2)cc1
 : 9	0	0	5	-4	8	-2	-3	2
COc1ccc(S(=O)(=O)c2c(O)c3ccc(C(=O)Nc4ccccc4)cc3[nH]c2=O)cc1
 : 3	1	3	-1	-1	5	4	-4	-5
CCCN(C(=O)CSc1nnnn1-c1ccccc1OC)C1CCS(=O)(=O)C1 (stereo not given)
 : -4	9	-2	-12	4	0	-12	1	-2
COc1ccc(C(=O)Nc2ccc(-c3nnn(CC(=O)N4CCN(C(=O)c5ccco5)CC4)n3)cc2)cc1
 : -7	-13	-3	-4	-6	-2	19	-8	-4
COc1ccc(OC)c(C(=O)COC(=O)c2ccc(C)o2)c1
 : -1	2	7	5	17	0	4	3	2
Cc1ccccc1NNC(=O)C(=O)NNc1ccccc1C
 : 3	0	1	1	15	1	9	-1	3
CCOc1ccc(N2C(=O)C3C4C=CC(CC4)C3C2=O)c([N+](=O)[O-])c1 (stereo not given)
 : 14	4	5	11	3	7	1	2	8
Cc1[nH]c2c(C)cccc2c(=O)c1CN1CCCCCC1
 : 0	-3	3	-5	14	-6	-5	-1	4
O=C(CSc1nnc(Cc2ccccc2)o1)NCCN1C(=O)CSC1=O
 : 3	-4	-5	1	-8	6	-6	0	-8
Nc1c(C(=O)N/N=C/c2ccccc2)cnn1-c1ccccc1
 : 12	0	-5	-16	7	5	-3	3	2
O=C(c1ccc(NC2=NC3CS(=O)(=O)CC3S2)cc1)N(CCO)Cc1ccccc1 (stereo not given)
 : 11	2	4	-12	13	2	1	1	-1
Cc1nn(Cc2ccccc2)c2c1C(c1ccco1)C(C#N)=C(N)O2 (stereo not given)
 : -5	5	-1	-3	-17	3	-8	-1	5
COc1ccccc1NC(=O)CSc1nnnn1C
 : 7	-3	-8	4	19	0	7	-1	4
CCC1CCCCN1S(=O)(=O)c1ccc(S(=O)(=O)N(Cc2ccccn2)CC2CCCO2)cc1 (stereo not given)
 : 3	4	0	6	8	2	9	-3	7
COC(=O)C1CCN(CC(=O)NC(=O)Nc2ccccc2F)CC1
 : 6	-7	.	.	19	-1	.	.	0
CC(NC(=O)COC(=O)C1(C)CC1(Cl)Cl)c1ccccc1 (stereo not given)
 : 5	10	1	-5	0	7	.	-1	-6
COc1ccc(CN2C(=O)c3cccnc3C2=O)cc1S(=O)(=O)NC1CCCCC1C (stereo not given)
 : 7	6	-2	4	-1	2	2	-5	4
CSc1ccc(/C=C(/NC(=O)c2ccccc2)C(=O)NCCN2CCOCC2)cc1
 : 5	2	-1	-11	-4	2	6	1	0
COc1ccc(C(=O)NC2CCCc3ccccc32)cc1[N+](=O)[O-] (stereo not given)
 : 3	6	4	-1	5	-5	2	0	5
COc1cc(OC)cc(C(=O)NCCCN2CCOCC2)c1
 : 0	2	1	7	11	1	-7	-4	-3
CC(=O)c1c(C(C)=O)c(C)n(-c2ccc(N)c(C)c2)c1C
 : 10	2	-2	12	-12	2	1	1	0
Nn1c(SCC(=O)Nc2ccc3c(c2)OCO3)nnc1C(F)(F)F
 : 1	8	3	8	7	9	2	-1	2
CCOc1cc(N2CCOCC2)c(OCC)cc1NC(=O)COC(=O)c1cccc2ccccc12
 : 10	18	0	-2	40	-4	-15	1	0

Other compounds:
Fields – PAFAH1B3 inh	PAFAH2 inh	LYPLA2 inh	ZTA DNA inh	PREPL inhibitor	PAFAH1B2 inh	EBNA-1 inhibitor	LYPLA1 counter	pPAFAH FP inh
OC(c1ccccc1)(c1ccccc1)c1ccn[nH]1
 : 3	-3	1	-5	2	-3	1	-3	6
CC1(C)CC(=O)c2cn3c(nc2C1)nc1ccccc13
 : -5	-4	2	-7	7	1	5	-2	4
CCOC(=O)Cc1csc(NS(=O)(=O)c2ccccc2)n1
 : 1	3	6	-5	-8	2	3	-1	4
COC(=O)C(C(=O)OC)c1ccc(N)cc1
 : 3	-2	0	-11	0	3	-6	-1	3
O=C(CCNS(=O)(=O)c1ccccc1)N1CCN(c2ccccc2F)CC1
 : -4	-2	5	-8	-9	-6	6	-2	7
CCCCn1c(-c2csc(C(C)C)c2)n[nH]c1=S
 : -3	1	5	-1	12	4	1	0	-1
Cn1c(Cl)c(C(=O)Nc2ccc(Cl)cc2)c2ccccc21
 : 11	-5	-4	3	-4	-2	2	-5	-2
COc1cccc(NC(=S)N/N=C2\CC3CCC2(C)C3(C)C)c1 (stereo not given)
 : 0	5	5	1	-2	6	-1	0	6
COc1ccc(NC2=CC(=O)CC(c3ccccc3)C2)cc1 (stereo not given)
 : 9	4	5	-1	13	1	-3	2	6
CN(C)N1C(N)=C(C#N)C(c2ccc(F)cc2)C2=C1CC(C)(C)CC2=O (stereo not given)
 : 6	-5	6	-18	-4	10	-7	4	10
O=C(O)c1cccnc1Br
 : 7	7	13	13	-4	0	5	7	4
O=C(Nc1ccc(Oc2cccnc2)cc1)C1CCN(Cc2cccc(Cl)c2)CC1
 : 2	2	9	4	-30	1	-8	0	4
C=C(C)c1ccc(C(C)(C)NC(=O)N2CCN(C)CC2)cc1
 : 3	6	3	5	-10	7	-11	1	4
CCC1Oc2ccc(C)cc2N(CC(=O)NCCC2=CCCCC2)C1=O (stereo not given)
 : 7	-12	0	-15	11	6	-6	-1	6

Complete entries as entered above.
C=C(C)c1ccc(C(C)(C)NC(=O)N2CCN(C)CC2)cc1 reads PAFAH1B3 inh = 3; PAFAH2 inh = 6; LYPLA2 inh = 3; ZTA DNA inh = 5; PREPL inhibitor = -10; PAFAH1B2 inh = 7; EBNA-1 inhibitor = -11; LYPLA1 counter = 1; pPAFAH FP inh = 4
Cn1c(Cl)c(C(=O)Nc2ccc(Cl)cc2)c2ccccc21 reads PAFAH1B3 inh = 11; PAFAH2 inh = -5; LYPLA2 inh = -4; ZTA DNA inh = 3; PREPL inhibitor = -4; PAFAH1B2 inh = -2; EBNA-1 inhibitor = 2; LYPLA1 counter = -5; pPAFAH FP inh = -2

Screens (PubChem)

Not all compounds are listed; count on the stated rates, not on these rows.
